# PMI inhibition: MPI inhibition at elevated mannose 6-phosphate – biochemical, fluorescence intensity, high mannose 6-phosphate, primary screen (AID 1220); actives 0.66% (n = 190,000); recombinant PMI enzyme, coupled fluorescence intensity; higher % means a stronger effect; inhibition, % at 20 µM, or IC50 in µM where a hit was titrated
# Myeloid diff 2: promotes myeloid progenitor differentiation. actives 1% (n = 360,000). calls only at 10 µM. ER-HoxA9 myeloid progenitors, lysozyme-GFP differentiation, flow cytometry;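 active means normalized GFP-positive differentiation at or above the plate's own cutoff, the solvent-only control mean plus 3 SD; inconclusive means no clear call, values can overlap the other calls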;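 further: cells exposed to compound for four days before flow analysis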
# TNAP activation fold: stimulation of alkaline phosphatase TNAP activity – biochemical, luminescent, no phosphate acceptor, uHTS, primary screen (AID 1001) | purified TNAP, luminescent activation assay, no phosphate acceptor; higher activation fold means a stronger effect | activation fold at 20 µM, or EC50 in µM where a hit was titrated | actives 0.03% (n = 200,000); in the data active means activation fold from about 3, or a potency from the dose series; inactive means the rest, 99 in 100 with activation fold below about 1.6; further: many of its hits are not listed in these tables
# XIAP antagonists: small molecules displacing peptide from XIAP – biochemical, IAP family, fluorescence polarization (AID 1018) | actives 0.007% (n = 200,000) | displacement, % at 20 µM, or IC50 in µM where a hit was titrated | XIAP BIR domain, fluorescence polarization peptide displacement; higher % means a stronger effect; in the data active means displacement above about 50%; further: a part of the inactive calls stands beside numbers as strong as those of hits
# PMI inhibitors: inhibitors of human PMI, primary screen, biochemical, fluorescence intensity, coupled assay (AID 1209); actives 0.42% (n = 190,000); one-dose inhibition, % at 20 µM; IC50 in µM for titrated hits; purified PMI enzyme, coupled fluorescence intensity; higher % means a stronger effect;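 further: plate controls were DMSO vehicle for no effect and wells lacking substrate for full effect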
# P. falciparum M1AAP: malaria alanyl aminopeptidase activity blockers – biochemical, fluorogenic H-Leu-NHMec substrate, 1536-well (AID 1445); recombinant M1AAP, H-Leu-NHMec fluorogenic kinetic assay; higher % means a stronger effect; inhibition, % at 30 µM, or IC50 in µM where a hit was titrated; actives 0.42% (n = 220,000);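 active means primary inhibition above the hit cutoff, then over 50% inhibition at one or more dose response concentrations, cut at about 23% in these data, passing the limit was not always enough; inconclusive means conflicting primary data, or primary hits not chosen for dose response; inactive means low primary inhibition, or under 50% at every dose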;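 further: plate controls were DMSO full reaction for no effect and no enzyme background for full effect; strong numbers were not always called active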
# ER stress rescue: protection against thapsigargin-triggered cell killing – 384-well, CSM14.1, ATP luminescence, primary screen (AID 1222) | CSM14.1 thapsigargin-induced death rescue, ATP luminescence; higher % means a stronger effect | cellular ATP content (survival), % at 20 µM, or EC50 in µM where a hit was titrated | 190,000 tested, under 10 active;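 active means EC50 below 50 µM in the dose-response confirmation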;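 further: death triggered by thapsigargin at about 15 µM added after 2 h compound pretreatment; cell ATP read after overnight thapsigargin exposure of roughly 18 to 22 hours; normalized against plate controls of thapsigargin alone and 5% DMSO vehicle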
# LYP phosphatase: inhibitors of LYP phosphatase, biochemical, fluorescence intensity, uHTS (AID 1779). recombinant LYP phosphatase, fluorescence intensity; higher % means a stronger effect. inhibition, % at 11.5 µM; hits with a dose series show IC50 in µM. actives 0.054% (n = 290,000);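 further: plate controls were vehicle with enzyme for no effect and no enzyme for full effect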
# M17LAP inhibition: P. falciparum M17LAP inhibitors, primary screen, biochemical, fluorogenic H-Leu-NHMec substrate, 1536-well (AID 1619); recombinant M17LAP, H-Leu-NHMec fluorogenic kinetic assay; higher % means a stronger effect; one-dose inhibition, % at 30 µM; IC50 in µM for titrated hits; actives 0.38% (n = 220,000);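 active means compound inhibiting the enzyme by more than half at any dose during confirmatory dose-response retesting; inconclusive means strong single-dose inhibitors picked by rank but not retested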;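 further: plate controls were full reaction with DMSO carrier for no effect and no enzyme background for full effect; strong numbers were not always called active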
# Myeloid diff 2 GFP+ MAC1+ %: also measured in Myeloid diff 2; calls as there; GFP+ MAC1+ double positive, %; measured here: differentiation confirmed by MAC1 staining
# Active calls of the source: *; i = inactive; ? = inconclusive; nt = not tested or not shown; + = active, no number. Unless noted, no stated cut-off is given here; in the data, active means inhibition above about 50%; inactive means the rest.
Compound | PMI inhibition | Myeloid diff 2 | Myeloid diff 2 GFP+ MAC1+ % | TNAP activation fold | XIAP antagonists | PMI inhibitors | P. falciparum M1AAP | ER stress rescue | LYP phosphatase | M17LAP inhibition
CC1=C(C(=O)OCc2ccccc2)C(c2ccc([N+](=O)[O-])cc2)NC(=O)N1CCCCCC(=O)O (stereo not drawn) | -9% | i | 1.2 | 1.1 | -7.5% | -7% | 1% | -3.4% | -2% | 28%
Cc1cccc(C)c1NC(=O)CSc1nnc(Cn2nnc(-c3ccccc3)n2)n1-c1ccccc1 | -1% | i | 1.9 | 1.1 | -5.2% | -1% | 7% | 1.1% | -8% | 1%
Cc1ccc2[nH]c(=O)c(C(c3nnnn3CC3CCCO3)N3CCc4ccccc4C3)cc2c1 (stereo not drawn) | -11% | i | 2.0 | 1.1 | -7.6% | 24% | 3% | 1.6% | -6% | 11%
CC(C)=NOCc1ccc(-c2cn([C@@H]3COC[C@H]3O)nn2)cc1 | -8% | nt | nt | 1.1 | -4.7% | -4% | -3% | -4.9% | -3% | 10%
Cn1c(N)c(N=Nc2ccc(S(N)(=O)=O)cc2)c(=O)n(C)c1=O | nt | i | 0.4 | nt | nt | nt | 13% | nt | -2% | 13%
CN(C)c1ccc(SC#N)cc1 | nt | i | 0.5 | nt | nt | nt | 8% | nt | -6% | 4%
CC(=O)CC1(OC(C)=O)C(=O)N(C)c2ccccc21 (stereo not drawn) | 2% | i | 0.9 | 1.1 | -3.0% | 3% | -7% | -0.9% | -8% | 23%
CC1(C)Cc2c(c(-c3ccco3)nc3sc4c(NCCO)ncnc4c23)CO1 | -31% | i | 0.1 | 1.1 | -5.9% | -18% | -2% | 1.5% | -5% | 3%
O=C(C1CC1)N1CCN(c2ccc([N+](=O)[O-])cc2-n2cccc2)CC1 | nt | i | 0.7 | nt | nt | nt | 15% | nt | 4% | 12%
CCOC(=O)N1CCN(c2cc(NCCC(=O)O)c3c4c(onc24)-c2ccccc2C3=O)CC1 | -3% | i | 1.1 | 0.8 | 67%* | 21% | 22% | nt | 3% | 56%
Cc1cc(N2CCOCC2)nc2ccccc12 | 3% | i | 0.7 | 1 | -6.7% | 3% | 4% | -0.7% | -6% | -35%
COc1cccc(N2CCN(C(=O)c3cccn4c(=O)c5c(C)c(C)sc5nc34)CC2)c1 | 5% | i | 1.0 | 1.1 | -1.6% | 4% | 4% | -2.3% | -1% | 1%
O=C(c1cccc(S(=O)(=O)N2CCc3ccccc3C2)c1)N1CCN(c2ccc(O)cc2)CC1 | 30% | i | 0.2 | 1.1 | -5.5% | 15% | 4% | 0.8% | 7% | 5%
O=C(c1ccccc1)N(CCO)Cc1cc2cc3c(cc2[nH]c1=O)OCCO3 | 27% | i | 0.3 | 1 | -2.5% | 7% | 10% | 1.4% | -5% | -6%
CCOC(=O)C1=C(CN2c3ccccc3CC2C)NC(=O)NC1c1ccccc1 (stereo not drawn) | 3% | + | 8.1* | 1.1 | 1.5% | 7% | 3% | -0.9% | 4% | -2%
O=C(COc1ccc(S(=O)(=O)N2CCCC2)cc1)NCCC1=CCCCC1 | 0% | i | 0.6 | 1.2 | -0.1% | 1% | 20% | -0.6% | -9% | -11%
CCOc1ccc(N(C(=O)c2ccccc2Cl)C2=NC(C)(C)CS2)cc1 | 15% | i | 0.3 | 1.1 | -4.3% | 15% | 5% | 1.2% | -2% | 9%
COc1ccc(/C(C)=N/NS(=O)(=O)c2cc(C)ccc2C)c(OC)c1 | -12% | i | 0.6 | 1 | -7.3% | -31% | 1% | -0.9% | -2% | -3%
COc1ccnc(Oc2ccccc2)c1C#N | 0% | i | 6.4 | 1 | -4.2% | -10% | -1% | 1.3% | -7% | -7%
Cc1ccc(Cl)cc1NC(=O)c1ocnc1C | 0% | i | 1.9 | 1.1 | -1.2% | 0% | 3% | -1.3% | -6% | 4%
CCCSC1=N/C(=C\c2ccc([N+](=O)[O-])o2)C(=O)S1 | 0% | i | 0.8 | 1.1 | -4.6% | -19% | 10% | -0.8% | -7% | 17%
COc1cc2c(cc1C1NC(=S)NC(C)=C1C(=O)N(C)C)CCCC2 (stereo not drawn) | -6% | i | 0.6 | 1 | -7.5% | -6% | 1% | 0.5% | 1% | 0%
O=C(Cn1cnc2c(nnn2Cc2ccccc2)c1=O)c1ccccc1 | -1% | i | 1.3 | 1.1 | -4.2% | -1% | -1% | 1.3% | -2% | 2%
Cc1cc(C)nc(N2CCN(C(=O)c3ccc(S(=O)(=O)N4CCCCCC4)cc3)CC2)n1 | 0% | i | 0.5 | 1 | -3.4% | -12% | 1% | -1.0% | 0% | 2%
O=C(/C=C/c1ccc(Br)cc1)NC(=S)Nc1ccc(S(=O)(=O)Nc2nccs2)cc1 | 5% | i | 0.2 | 1.1 | -0.5% | 12% | 12% | -1.8% | -2% | 12%
O=C(NCc1ccc(C(F)(F)F)cc1)C1CC(c2ccccc2[N+](=O)[O-])=NO1 (stereo not drawn) | 6% | i | 2.0 | 1.1 | -2.9% | 10% | 1% | -2.0% | -11% | 15%
COc1ccc(CNC(=O)C2CCC(CNc3c(N4CCC(C)CC4)c(=O)c3=O)CC2)cc1 (stereo not drawn) | nt | i | 0.4 | nt | nt | nt | 2% | nt | 2% | -1%
Cc1ccc(-n2nnc3ccccc3c2=O)cc1C | 16% | i | 0.6 | 1.1 | -3.9% | 21% | 9% | 5.3% | -4% | 7%
Cc1csc2nc(=O)c3ccccc3n12 | 16% | nt | nt | 1.1 | -3.4% | 16% | 1% | -3.5% | -12% | -13%
COCCn1c(C)cc(C(=O)CSc2ccc3ccccc3n2)c1C | 12% | nt | nt | 1.1 | -2.6% | 12% | 6% | 0.0% | 3% | 7%
CCOc1ccccc1NC1c2ccccc2C(=O)N1Cc1ccco1 (stereo not drawn) | 6% | i | 1.5 | 1.1 | -1.2% | 4% | 3% | 0.2% | 4% | -13%
Cn1cc(-c2cc(C(=O)O)on2)cn1 | nt | i | 0.4 | nt | nt | nt | 4% | nt | -11% | 6%
O=C(CSc1cccc[n+]1[O-])Nc1ccccc1Oc1ccccc1 | -48% | i | 0.6 | 1.1 | -3.9% | -19% | -1% | 1.7% | -2% | -4%
Cc1ccc(SCCC(=O)OC(C(=O)NC(N)=O)C(C)C)cc1 (stereo not drawn) | 0% | i | 0.4 | 1.1 | -7.7% | -12% | -1% | -1.6% | 0% | -7%
COc1ccc(C(=O)CN2C(=O)c3ccccc3C2=O)c(OC)c1C | 7% | i | 6.0 | 1 | -5.6% | 8% | 6% | -0.6% | -10% | -12%
Nc1c(-c2cccc(Cl)c2)cnn1-c1cccc(C(F)(F)F)c1 | 17% | i | 0.8 | 1 | -5.8% | 25% | 10% | -1.1% | 1% | 5%
CN(c1ccccc1)S(=O)(=O)c1cc(C(=O)c2nccn2C)ccc1Cl | -1% | i | 0.9 | 1 | -1.4% | 4% | 5% | -1.6% | -8% | 8%
COc1ccc(-c2ccc(C(C)=O)cc2)cc1[C@H]1[C@H]2C=CC[C@@H](C)[C@@H]2C(=O)N1Cc1ccccc1 | nt | i | 1.0 | nt | nt | nt | -14% | nt | 2% | 29%
Cn1nc(C(=O)Nc2ccc(S(=O)(=O)N3CCOCC3)cc2)c2ccccc2c1=O | 5% | i | 0.8 | 1.1 | -3.0% | 24% | 3% | -0.5% | -6% | -4%
O=C(Nc1ccccc1-c1ccccc1)c1cc(C(F)(F)F)cc(C(F)(F)F)c1 | -1% | i | 0.2 | 0.9 | -0.8% | 3% | 5% | -0.3% | -1% | -1%
CCOc1ccc(C(C)=O)cc1CSC(=N)N | 5% | i | 0.1 | 0.8 | -4.8% | 6% | 3% | 1.4% | -9% | -1%
COc1ccc(S(=O)(=O)N2CCOCC2)cc1NC(=O)CN1CCCC1 | 9% | i | 0.4 | 1.1 | -6.0% | 7% | -11% | -1.0% | 0% | -7%
Cc1ccccc1NC(=O)C1CC(=O)OC12CCOC(C)(C)C2 (stereo not drawn) | 5% | i | 0.5 | 1 | -3.3% | 7% | nt | 0.1% | -6% | nt
O=C(N/N=C/c1ccc(Cl)cc1)Nc1ccccc1 | -1% | i | 1.0 | 1.1 | -3.2% | 2% | 4% | -0.9% | 2% | -8%
CC1Cc2ccccc2N1C(=O)CSc1nnnn1C1CCCC1 (stereo not drawn) | -8% | i | 0.9 | 1 | -4.2% | -11% | -3% | -0.7% | -4% | -6%
Cn1c(=O)c2c(nc(NCc3cccnc3)n2Cc2ccc(Cl)cc2)n(C)c1=O | 4% | i | 1.6 | 1.1 | -0.6% | 8% | 3% | -1.3% | -12% | 11%
O=C(NCc1ccco1)c1ccc(S(=O)(=O)N2CCCc3ccccc32)cc1 | 8% | i | 3.6 | 1.1 | -4.3% | 13% | 3% | -2.2% | -6% | -6%
N#Cc1cc(C(=O)c2cc(Cl)ccc2O)cn(-c2ccccc2)c1=O | 0% | i | 0.4 | 1.1 | -5.2% | -2% | 5% | -3.7% | -5% | 16%
CN(C)c1cc(-c2ccc(F)cc2)oc(=O)c1Cl | nt | i | 0.5 | nt | nt | nt | 5% | nt | -4% | 2%
COC(=O)c1cc(O)cc(OC)c1C(=O)c1c(O)cc(C)cc1O | nt | ? | nt | nt | nt | nt | 4% | nt | -7% | -5%
CCCc1[nH]nc2c1C(c1cn[nH]c1-c1ccc(F)cc1)C(C#N)=C(N)O2 (stereo not drawn) | 22% | i | 1.1 | 1.6 | -4.7% | 12% | 2% | -1.8% | 0% | 30%
COc1ccc(N2CC(C)(C)C2=O)cc1 | -10% | i | 0.3 | 1.1 | -2.3% | -20% | -2% | -0.8% | 0% | 2%
Cc1ccc(C(=O)NCCc2ccc(F)cc2)s1 | 6% | i | 0.5 | 1.1 | -6.5% | -7% | -3% | -1.9% | -9% | 8%
CCc1nnc(NC(=O)c2ccc(N(C)S(=O)(=O)c3ccccc3)cc2)s1 | -6% | i | 7.7 | 1.1 | -3.3% | -10% | -5% | -0.8% | -7% | 0%
O=C1c2ccccc2C(=O)N1CN(C(=O)COc1ccc(Cl)cc1Cl)c1cccc(F)c1 | 7% | i | 0.4 | 1 | -4.4% | 18% | 2% | -0.5% | 8% | -6%
COC(=O)[C@@H]1CC[C@H](C)[C@@H](c2ccc(C)cc2)N1C(=O)c1ccc(/C=N/OC[C@@H](O)[C@H]2O[C@@H]3OC(C)(C)O[C@@H]3[C@H]2O)cc1 | -7% | nt | nt | 1.1 | -1.6% | -12% | 7% | -3.2% | -4% | -9%
CCN(Cc1ccncc1)C(=O)C1CCN(S(=O)(=O)c2cccs2)CC1 | -14% | i | 2.4 | 1 | -2.9% | -16% | 4% | -4.5% | -6% | -7%
CC1=C(C(=O)O)N2C(=O)C(NC(=O)c3nn(C)cc3[N+](=O)[O-])C2SC1 (stereo not drawn) | -4% | i | 0.1 | 1 | -7.0% | -6% | -5% | 0.2% | -5% | -2%
O=C(CNC(=O)C1CCCCC1)NCCCO | 5% | i | 6.1 | 1.1 | -1.5% | -3% | -2% | -0.3% | 2% | 2%
